# EWS-Fli block – EWS/Fli-driven NR0B1 reporter inhibitors, primary screen, A673 cells, NR0B1 luciferase, luminescence, MLPCN library; viability-normalised; inhibition, % at 12.6 µM; 350,000 compounds, 0.67% hits; AID 651661, 2012;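 active = mean inhibition of at least 50% after viability correction, with every replicate also passing that limit; inconclusive = mean reaches 50% but only one of two replicates passes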;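 also: firefly luciferase signal divided by Alamar Blue viability fluorescence both relative to DMSO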
# RAD54 inh – inhibitors of human RAD54 branch migration, primary screen, biochemical, fluorescence, single point; inhibition, % at 10.4 µM; AID 602329, 2012; RAD54 Holliday junction branch migration, FAM/BHQ fluorescence; DNA repair and recombination protein RAD54-like (Homo sapiens), Q92698; 360,000 compounds, 0.14% hits;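 active = mean normalized replicate activity at least 40 and at least half of replicates scoring 40 or more; inconclusive = only one of the two criteria met; inactive = mean below 40 and under half of replicates reaching 40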;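 also: 0% = median of neutral control wells and 100% = median of positive control wells; inhibitors cause a drop in the FAM fluorescence signal; in these data hits start at about 50%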
# E-selectin induc – E-selectin induction in HUVECs, primary screen, imaging, HUVEC, immunofluorescence imaging, single point; normalized: neutral wells 0, TNF-alpha wells 100; activation, % at 7.58 µM; P16581; 260,000 compounds, 0.37% hits;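 active = mean E-selectin-positive cell signal at least 10% of the positive control, reached in at least 60% of replicates, without over 20% cell loss; inconclusive = no rule given, readout overlaps actives, possibly toxicity-flagged; inactive = the rest, including those meeting only one limit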;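 also: in these data hits start at about 27%; measured in HUVEC primary endothelial cells; signal is the percent of cells scored E-selectin positive by PE staining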
# Target sequence (P16581 whole entry, looked up): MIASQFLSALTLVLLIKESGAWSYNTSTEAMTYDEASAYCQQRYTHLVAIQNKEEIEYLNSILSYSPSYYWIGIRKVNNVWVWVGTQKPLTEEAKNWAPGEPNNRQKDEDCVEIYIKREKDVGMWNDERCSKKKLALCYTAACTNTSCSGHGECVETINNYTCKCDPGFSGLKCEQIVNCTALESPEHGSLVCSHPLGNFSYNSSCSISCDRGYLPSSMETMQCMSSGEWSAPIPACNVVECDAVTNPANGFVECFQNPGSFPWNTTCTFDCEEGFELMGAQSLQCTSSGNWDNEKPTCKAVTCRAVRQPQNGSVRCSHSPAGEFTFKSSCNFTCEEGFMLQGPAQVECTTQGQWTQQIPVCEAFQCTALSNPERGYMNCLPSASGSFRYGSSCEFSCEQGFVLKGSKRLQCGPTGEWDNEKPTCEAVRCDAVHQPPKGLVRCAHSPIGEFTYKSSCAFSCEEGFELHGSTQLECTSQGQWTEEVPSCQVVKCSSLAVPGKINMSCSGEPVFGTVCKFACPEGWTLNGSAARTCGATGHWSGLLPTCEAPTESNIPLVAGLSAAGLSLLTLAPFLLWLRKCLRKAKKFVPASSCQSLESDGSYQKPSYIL
#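 System: HUVEC, human umbilical vein endothelial cells; quantity: 3,000 cells/well; buffer or medium: EGM-2 medium, gelatin-coated wells; dosing: single-point compound dose; detection: immunofluorescence imaging; evaluation: % PE-positive cells; benchmarks: TNF-alpha, DMSO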
# S100A4 MyoIIA – inhibitors of S100A4-myosin IIA peptide binding, primary screen, biochemical, fluorescence polarization, TAMRA-MyoIIA peptide. Protein S100-A4 (Homo sapiens), P26447. inhibition, % at 10.7 µM. 360,000 compounds, 0.14% hits;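 active = mean inhibition of at least 70% across replicates, with every replicate also reaching that level; inconclusive = mean inhibition reaches 70% but some replicates fall short; inactive = mean inhibition below 70%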
#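 Test system: S100A4 monomer protein. Medium: HEPES buffer with Ca2+, pH 7.2. Reagent: fluorescent myosin IIA peptide, 5 nM. Compound dosing: single-point compound testing. Timing: 5 min between mix addition and reading. Benchmarks: DMSO neutral and TFP positive wells.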
# RAD52 anneal inh – RAD52 DNA annealing inhibitors, primary screen, biochemical, FRET, single point, set 2 | 360,000 compounds, 0.46% hits | inhibition, % at 18.7 µM | DNA repair protein RAD52 homolog (Homo sapiens), P43351 | AID 651710, 2012 | recombinant RAD52 DNA annealing, FRET fluorescence;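 active = every replicate showing at least 50% inhibition; inconclusive = mean inhibition at least 50% but not in every replicate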
# Target sequence (P43351 whole entry, looked up): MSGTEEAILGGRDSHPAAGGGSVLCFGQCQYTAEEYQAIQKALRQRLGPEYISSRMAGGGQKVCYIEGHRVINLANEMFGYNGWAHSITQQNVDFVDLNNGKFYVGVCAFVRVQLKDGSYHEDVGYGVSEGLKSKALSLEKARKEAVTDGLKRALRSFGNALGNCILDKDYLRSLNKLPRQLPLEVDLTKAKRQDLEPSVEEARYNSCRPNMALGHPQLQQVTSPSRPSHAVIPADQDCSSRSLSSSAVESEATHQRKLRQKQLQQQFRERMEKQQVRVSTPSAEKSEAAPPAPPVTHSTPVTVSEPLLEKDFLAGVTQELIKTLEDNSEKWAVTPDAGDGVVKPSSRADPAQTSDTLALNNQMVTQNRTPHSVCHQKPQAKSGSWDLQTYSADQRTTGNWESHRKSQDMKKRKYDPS
# esBAF inh – Bmi1 luciferase reporter increase in mESCs, primary screen, esBAF inhibitor project, mouse ES cells, Bmi1 luciferase knock-in, single point; 350,000 compounds, 2% hits; AID 602393, 2012; reporter increase, % at 12.5 µM; 24 h; 100% = twice the neutral-well signal; in the data active = activation above about 40%; inconclusive = no clear call, values can overlap the other calls;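 also: 0% = median of the plate's neutral control wells and 100% = double that signal; a rise in the Bmi1 reporter signal indicates esBAF inhibition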
# FN deposit inh – inhibitors of fibronectin matrix deposition, primary screen, AH1F cells, Alexa488-fibronectin fluorescence, plate reader; AH1F fibroblasts, overnight; inhibition, % at 12.6 µM; 350,000 compounds, 0.086% hits; AID 743247, 2014;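 active = mean inhibition across replicates of 30% or more, regardless of how many single replicates reach that level; inconclusive = mean under 30% yet at least half of replicates reach 30%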;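 also: positive control wells lacked labelled fibronectin entirely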
#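 Measured by – fluorescence 485/525 nm · System – AH1F fibroblast monolayer, labelled fibronectin deposition · Amount – 10000 cells per well · Buffer or medium – serum-reduced DMEM (2% serum) · Doses – single dose, pinned · Also added – fluorescent fibronectin at 24 nM final · Schedule – 1 h cell attachment, overnight exposure to compound and label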
# XiGFP reactiv – activators of inactive X chromosome reactivation, primary screen, imaging, XiGFP fibroblasts, GFP high-content imaging, set 2; XiGFP mouse fibroblasts, % GFP-positive cells imaging, 3 d; cells co-treated with 5-aza-dC sensitizer; scaled so ellipticine positive control = 100%; activation, % at 7.58 µM; 360,000 compounds, 0.055% hits; AID 743238, 2013;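 active = mean normalized replicate activation at least 10% and every replicate at or above 10%; inconclusive = only one of the two criteria met; inactive = mean below 10% and not all replicates reach 10%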;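 also: 0% = median of on-plate neutral control wells and 100% = ellipticine 6 µM median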
#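 Assay system: SV40-immortalized XiGFP fibroblast cells, line 68-5-11; buffer or medium: DMEM plus 5-aza-dC sensitizer; compound: one concentration, pinned; timing: compounds 3 days, fix/stain 15 min at room temperature; benchmarks: positive control ellipticine, 6 µM final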
# An asterisk follows results filed as active; ? = inconclusive; · = not tested or not shown. Hits appear at their usual frequency; any-hit rate near 3%.
SMILES,EWS-Fli block,RAD54 inh,E-selectin induc,S100A4 MyoIIA,RAD52 anneal inh,esBAF inh,FN deposit inh,XiGFP reactiv
COCCNC(=O)Cn1cnc2c(cnn2-c2ccc(OC)cc2)c1=O,-4,·,0.3,2,0,·,-4,0.0
CCN(CC)CCCn1c2c(c(SCC(=O)Nc3cccc(C)c3C)nc1=O)CCC2,-9,·,·,-6,-15,·,-4,0.0
COc1ccccc1NC(=O)CCc1nnc2ccc(N3CCCCC3)nn12,·,7,0.2,1,2,-6,10,0.2
C[C@H](CO)N1C[C@H](C)[C@H](CN(C)C(=O)Nc2ccc3c(c2)OCO3)Oc2c(NC(=O)c3cnccn3)cccc2C1=O,7,-6,0.1,1,6,-6,8,0.0
CCCN(CC(=O)Nc1ccccc1C)C(=O)CCCOc1ccc(Br)cc1,0,2,2.8,2,-8,6,-3,-0.1
Cc1ccc(-n2[nH]c(C)c(/C=N/c3cccc(C)n3)c2=O)cc1,2,1,4.4,-1,-28,16,7,0.0
O=C(CCCC(=O)NC1CCCCC1)Nc1ccc([N+](=O)[O-])cc1,7,-5,·,1,-6,2,-2,0.0
O=C(Nc1nc(-c2ccccc2)cs1)C1CCCCN1S(=O)(=O)c1ccccc1 (configuration not stated),-18,3,·,2,-49,3,·,·
Nc1ncnc2c1ncn2[C@@H]1O[C@H](CO)[C@@H](O)[C@H]1O,-7,3,0.2,-3,-5,6,·,0.0
O=C(Nc1nnc(-c2cccs2)o1)c1ccc(S(=O)(=O)N2CCOCC2)cc1,28,·,·,6,-24,·,9,0.4
CC(=O)C1C(c2ccc(Cl)cc2)c2c(n[nH]c2C)CC1(C)O (configuration not stated),1,-3,·,-2,-14,-3,10,0.1
CNC[C@@H]1Oc2cc(C#Cc3cccnc3)ccc2S(=O)(=O)N([C@H](C)CO)C[C@H]1C,-3,4,-2.7,-8,15,7,13,-1.3
CC(Nc1cc(C)cc(C)c1)=[N+](C)CCNS(=O)(=O)c1ccc(Cl)cc1,12,3,0.0,1,-7,-5,·,-0.1
Cc1nn(C(=O)CCC(=O)NCCc2ccccc2)c2ccccc12,·,-10,·,-4,12,-9,1,0.2
COc1ccc(CCNC(=O)C2CCN(Cc3nc(-c4ccc(Cl)cc4)oc3C)CC2)cc1OC,-1,-2,0.4,-7,-18,·,6,-0.3
Cc1c(C(=O)OCC(=O)NCC2CCCO2)cccc1[N+](=O)[O-] (configuration not stated),-9,·,·,-5,-8,10,13,0.0
COc1ccc(NC(=O)Nc2ccc3c(c2)C(=O)N([C@@H](C)CO)C[C@@H](C)[C@H](CN(C)C(=O)Nc2ccc(OC)cc2)O3)cc1,3,0,-0.5,3,-1,7,·,0.2
COc1ccc(Cl)cc1NC(=S)NCCc1ccc(S(N)(=O)=O)cc1,6,·,·,4,-10,·,-1,0.0
C[C@@H]1CN([C@@H](C)CO)C(=O)c2cc(NC(=O)NC3CCCCC3)ccc2O[C@@H](C)CCCCO[C@@H]1CN(C)C(=O)Nc1ccc2c(c1)OCO2,-10,8,-0.2,·,·,3,·,-0.1
C[C@@H]1CN([C@@H](C)CO)C(=O)Cc2cc(NC(=O)Cc3cn(C)c4ccccc34)ccc2O[C@H]1CN(C)Cc1ccc(Cl)c(Cl)c1,13,4,2.2,-4,-15,0,·,0.0
COc1cccc(-c2ccc3c(c2)O[C@@H](CN(C)Cc2ccncc2)[C@@H](C)CN([C@H](C)CO)S3(=O)=O)c1,4,-15,0.6,-21,-15,2,-7,0.4
COc1ccc(S(=O)(=O)N(C)C[C@H]2Oc3ccc(NC(=O)Cc4ccccc4)cc3CC(=O)N([C@@H](C)CO)C[C@H]2C)cc1,-8,1,0.0,8,-25,-2,-4,-0.1
C[C@@H]1CN([C@@H](C)CO)C(=O)c2cc(NS(=O)(=O)c3cccs3)ccc2O[C@@H]1CN(C)S(=O)(=O)c1cn(C)cn1,-6,0,-3.3,7,8,-3,0,-0.8
CCNC(=O)[C@@H]1[C@@H](CO)[C@@H]2Cn3c(ccc(C4=CCCC4)c3=O)[C@H]1N2C(=O)CC,-12,4,1.2,-13,-3,2,·,0.2
COCCCn1c(C(=O)NCCC2=CCCCC2)cc2c(=O)n3cccc(C)c3nc21,0,-4,·,6,-11,-8,-2,0.0
Cc1ccc(C(C)NC(=S)NC2CCCCC2)cc1C (configuration not stated),·,-17,-0.3,-3,-2,7,-2,-0.1
COC(=O)c1ccc(N2C(=O)C3C4C=CC(CC4)C3C2=O)cc1 (configuration not stated),12,-5,1.7,-1,-14,2,4,0.2
COc1ccccc1N1CCN(C(=O)c2cccc(N3C(=O)NC4CC3(C)Oc3c(OC)cccc34)c2)CC1 (configuration not stated),·,-5,1.2,-3,-14,5,-4,0.1
O=S(=O)(Nc1ccccc1N1CCOCC1)c1ccccc1C(F)(F)F,-2,-3,-1.9,-3,-9,4,5,0.0
Cc1ccc(S(=O)(=O)N[C@H]2CC[C@H](CC(=O)N3CCN(c4ccccc4)CC3)O[C@H]2CO)cc1,2,-3,-1.2,-10,-7,6,·,0.0

# Three entries from above, with each value named.
COc1cccc(-c2ccc3c(c2)O[C@@H](CN(C)Cc2ccncc2)[C@@H](C)CN([C@H](C)CO)S3(=O)=O)c1
  EWS-Fli block = 4	RAD54 inh = -15	E-selectin induc = 0.6	S100A4 MyoIIA = -21	RAD52 anneal inh = -15	esBAF inh = 2	FN deposit inh = -7	XiGFP reactiv = 0.4
Cc1c(C(=O)OCC(=O)NCC2CCCO2)cccc1[N+](=O)[O-] (configuration not stated)
  EWS-Fli block = -9	RAD54 inh = ·	E-selectin induc = ·	S100A4 MyoIIA = -5	RAD52 anneal inh = -8	esBAF inh = 10	FN deposit inh = 13	XiGFP reactiv = 0.0
COc1ccc(CCNC(=O)C2CCN(Cc3nc(-c4ccc(Cl)cc4)oc3C)CC2)cc1OC
  EWS-Fli block = -1	RAD54 inh = -2	E-selectin induc = 0.4	S100A4 MyoIIA = -7	RAD52 anneal inh = -18	esBAF inh = ·	FN deposit inh = 6	XiGFP reactiv = -0.3

# Later entries.
SMILES,EWS-Fli block,RAD54 inh,E-selectin induc,S100A4 MyoIIA,RAD52 anneal inh,esBAF inh,FN deposit inh,XiGFP reactiv
O=C(NCCOc1ccccc1)c1cc([N+](=O)[O-])ccc1N1CCOCC1,58*,12,·,-1,-18,-9,-22,?
Nc1ccc(Oc2ccc3c(c2)OCO3)cc1,8,·,3.0,9,-14,·,·,0.1
Cc1cc(C)c2c(=O)[nH]c(SCC(=O)N(C)C)nc2n1,-3,1,·,2,-17,-3,·,·
C[C@@H]1CN([C@H](C)CO)C(=O)c2ccccc2-c2ccccc2CO[C@@H]1CN(C)Cc1ccc(C(F)(F)F)cc1,16,·,-0.4,6,20,·,-6,0.9
O=C(NCC1CC1)[C@H]1[C@H](CO)[C@H]2Cn3c(cccc3=O)[C@@H]1N2C(=O)c1ccccc1,0,6,0.1,13,-1,-7,·,0.1
CCn1c(=O)c(=O)[nH]c2cc(C(=O)NC3CC3)ccc21,·,2,·,·,·,-9,0,1.4
CC(=O)NC1C(=O)N=C(SCC(=O)Nc2c(C)cccc2C)NC1=O (configuration not stated),0,·,·,4,-14,·,·,0.0
CC(=O)c1ccc(S(=O)(=O)NCc2ccc(C(=O)N(C)CC(=O)Nc3cccc(F)c3)cc2)cc1,12,2,·,1,-10,7,-13,-0.1
COc1cc(C(=O)NCCc2cn3ccccc3n2)cc(OC)c1OC,-2,10,·,11,-14,-2,4,0.0
Cn1ncc([N+](=O)[O-])c1C(=O)Nc1ccn(Cc2ccccc2F)n1,-7,-5,·,-4,-17,3,·,·
C[C@@H]1CNC(=O)c2c(C(=O)NC3CCN(C(=O)OC(C)(C)C)CC3)ncn21,-9,3,0.1,-1,-5,4,-6,-0.1
Cc1[nH]c(C)c(S(=O)(=O)N2c3ccccc3CC2C)c1C(=O)N1CCCCC1 (configuration not stated),·,-10,·,-12,-19,-3,8,-0.1
CNC(=S)NNC(=O)Cc1ccc(OC)cc1,2,-9,0.3,-7,-7,4,-4,0.0
O=C(CNC(=O)c1ccco1)OCC(=O)c1ccc(Br)cc1,5,6,0.0,-13,-2,-3,3,0.1

# An excerpt of these results, as labelled records.
Cn1ncc([N+](=O)[O-])c1C(=O)Nc1ccn(Cc2ccccc2F)n1
  EWS-Fli block = -7
  RAD54 inh = -5
  E-selectin induc = ·
  S100A4 MyoIIA = -4
  RAD52 anneal inh = -17
  esBAF inh = 3
  FN deposit inh = ·
  XiGFP reactiv = ·
C[C@@H]1CNC(=O)c2c(C(=O)NC3CCN(C(=O)OC(C)(C)C)CC3)ncn21
  EWS-Fli block = -9
  RAD54 inh = 3
  E-selectin induc = 0.1
  S100A4 MyoIIA = -1
  RAD52 anneal inh = -5
  esBAF inh = 4
  FN deposit inh = -6
  XiGFP reactiv = -0.1
Cc1[nH]c(C)c(S(=O)(=O)N2c3ccccc3CC2C)c1C(=O)N1CCCCC1 (configuration not stated)
  EWS-Fli block = ·
  RAD54 inh = -10
  E-selectin induc = ·
  S100A4 MyoIIA = -12
  RAD52 anneal inh = -19
  esBAF inh = -3
  FN deposit inh = 8
  XiGFP reactiv = -0.1
CNC(=S)NNC(=O)Cc1ccc(OC)cc1
  EWS-Fli block = 2
  RAD54 inh = -9
  E-selectin induc = 0.3
  S100A4 MyoIIA = -7
  RAD52 anneal inh = -7
  esBAF inh = 4
  FN deposit inh = -4
  XiGFP reactiv = 0.0

# Source: PubChem BioAssay
